# SIRT5 block = sirtuin-5 (human) deacylase inhibition; Q9NXA8; AID 652115; Purified SirT5, succinyl-peptide AMC, trypsin-coupled fluorescence; inhibition, % at 15 µM; 330,000 tested, 1.1% active; in the data active means inhibition above about 15%
# Target sequence (Q9NXA8 whole entry, looked up): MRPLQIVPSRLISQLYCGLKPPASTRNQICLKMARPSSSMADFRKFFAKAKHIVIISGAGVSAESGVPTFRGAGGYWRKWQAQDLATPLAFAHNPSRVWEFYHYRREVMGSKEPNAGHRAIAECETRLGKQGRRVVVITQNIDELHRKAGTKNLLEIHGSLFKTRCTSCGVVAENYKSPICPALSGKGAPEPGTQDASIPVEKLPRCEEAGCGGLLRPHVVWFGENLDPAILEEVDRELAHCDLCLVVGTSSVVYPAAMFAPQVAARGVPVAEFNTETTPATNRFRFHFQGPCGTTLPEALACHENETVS
# miR-122 sensor = miR-122 inhibition in Huh7 cells | Huh7 miR-122 Renilla luciferase sensor, 48 h; neutral wells = 0, positive control = 100 | activation (reporter increase), % at 12.5 µM | 340,000 tested, 0.3% active | AID 602342;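 active means mean replicate activation score at least 90 and every replicate individually at or above 90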;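 further: higher luciferase means less miR-122 activity so hits act as miR-122 inhibitors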
# ARNT TACC3 PPI = disruptors of human ARNT/TACC3 interaction; Q9Y6A5; AID 623870; AlphaScreen His-ARNT PAS-B/GST-TACC3 binding, luminescence; TACC3 fragment carries E629A point mutation; inhibition, % at 9.99 µM; 390,000 tested, 0.66% active;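 active means mean inhibition of replicates at least 50% and at least half of replicates each reaching 50%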;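 further: 0% = complete ARNT plus TACC3 wells and 100% = ARNT alone without TACC3; many hits fall short of the cut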
# Cneo AK release = Cryptococcus neoformans lysis via adenylate kinase release. AID 651654. 360,000 tested, 0.2% active. lysis activity, % at 15 µM. C. neoformans lysis, adenylate kinase release luminescence, 4 h; normalised: neutral wells 0, clomiphene wells 100;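 active means mean lysis activity across replicates of at least 80%, whatever share of replicates individually reach that level; inactive means mean lysis activity below 80%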
#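 Assay system: log-phase C. neoformans yeast / Quantity: yeast cell density of 5 × 10^6 cells/mL / Medium: fresh YPD growth medium / Compound: single dose / Timing: static 4 h at 37 °C with compound, 1 h detection / Measured by: adenylate kinase release luminescence / Read-out: lysis from increased AK signal / Benchmarks: Clomiphene as positive lysis control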
# C2C12 statin = suppressors of simvastatin-induced myotoxicity in C2C12 myotubes; ATP luminescence, 48 h; scaled: DMSO 0, geranylgeraniol control 100; rescue of ATP level, % at 7.49 µM; 330,000 tested, 0.78% active;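 active means mean ATP rescue above about 67%, or every replicate alone reaching that limit, limit read from the data, passing the limit was not always enough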;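 further: myotubes were challenged with 10 µM simvastatin during compound exposure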
# esBAF inh = SWI/SNF esBAF complex inhibition; mouse ES cells, Bmi1-luciferase knock-in reporter, 24 h; 100% = twice the neutral-well signal; reporter increase, % at 12.5 µM; 350,000 tested, 2% active; AID 602393; in the data active means activation above about 40%;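 further: 0% = median of the plate's neutral control wells and 100% = double that signal; a rise in the Bmi1 reporter signal indicates esBAF inhibition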
# ERp5 inh = blocks human ERp5 reductase activity on insulin. Q15084. ERp5 insulin aggregation, absorbance 650 nm, 90 min. inhibition, % at 9.99 µM. 350,000 tested, 0.05% active. AID 651711;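 active means mean replicate inhibition above about 25%, with every replicate also reaching it, limit read from the data, passing the limit was not always enough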
# Target sequence (Q15084 whole entry, looked up): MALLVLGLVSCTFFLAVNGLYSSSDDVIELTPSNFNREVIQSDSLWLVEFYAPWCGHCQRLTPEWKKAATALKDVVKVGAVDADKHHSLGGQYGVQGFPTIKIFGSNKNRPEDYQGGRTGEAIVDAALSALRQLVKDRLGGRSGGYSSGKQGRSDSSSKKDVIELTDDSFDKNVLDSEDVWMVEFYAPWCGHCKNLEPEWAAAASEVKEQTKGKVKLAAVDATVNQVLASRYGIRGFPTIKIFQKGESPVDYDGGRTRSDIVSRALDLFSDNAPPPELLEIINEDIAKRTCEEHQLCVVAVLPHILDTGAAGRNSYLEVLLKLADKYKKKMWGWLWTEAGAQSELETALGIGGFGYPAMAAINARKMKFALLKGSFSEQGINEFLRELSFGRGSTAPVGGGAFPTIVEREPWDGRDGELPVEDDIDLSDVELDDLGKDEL
# * = called active by the depositor; / = no result given; & = joins results of further samples; [ ] = remark or other dose.
compound,SIRT5 block,miR-122 sensor,ARNT TACC3 PPI,Cneo AK release,C2C12 statin,esBAF inh,ERp5 inh
COc1ccc(C#Cc2ccc([C@H]3[C@H](CO)N4CCCCN(C)C[C@@H]34)cc2)cc1,3,4[16.7 µM],3,3,-16,13,1
COc1cc(OC)cc(C(=O)N(Cc2cc3cc(C)ccc3[nH]c2=O)C(C)C)c1,/,1,-5,/,-7,-6,/
CN1C(=O)c2cc(NC(=O)c3ccc(F)cc3)ccc2OC[C@@H]2O[C@H](CC(=O)N3CCOCC3)CC[C@@H]21,-2,1[16.7 µM],-10,-4,-5,7,2
O=C(COC(=O)COc1ccccc1[N+](=O)[O-])Nc1cccc(Br)c1,/,-4,-22,/,4,6,/
C[C@@H]1CN([C@@H](C)CO)C(=O)c2cc(NC(=O)c3ccccc3)ccc2O[C@@H](C)CCCCO[C@@H]1CN(C)C(=O)C1CCCCC1,4,-11[16.7 µM],/,0,/,-3,-3
COCCNC(=O)C[C@@H]1C=C[C@H](NC(=O)NC2CCCCC2)[C@@H](CO)O1,2,5[16.7 µM],5,-2,-1,-4,-1
C[C@H]1CN([C@@H](C)CO)C(=O)c2cccc(NC(=O)Nc3ccc4c(c3)OCO4)c2O[C@@H]1CN(C)C,13,2[16.7 µM],6,-4,-8,8,0
CCOC(=O)C(NC(=O)c1ccccc1)=C1C=C(C)OC(C)=C1,/,3,2,1,/,2,/
Cc1ccc(C)c(S(=O)(=O)N2CCN(C(=O)[C@@H](NC(=O)c3ccc(F)cc3)C(C)C)CC2)c1,-4,-10,-11,-2,-6,-4,4
C[C@@H](O)C#Cc1ccc2c(c1)O[C@H](CN(C)C(=O)CC1CC1)[C@@H](C)CN([C@@H](C)CO)S2(=O)=O,-3,-1[16.7 µM],-7,-7,-2,3,0
COc1ccc(CCC(=O)NCC(c2ccco2)N2CCc3ccccc32)cc1 (configuration not stated),-5,/,1,-1,3,-3,-11
CCN(CC)CCNS(=O)(=O)c1ccc2c3c(cccc13)C(=O)N2,-17,/,-1,0,-7,-15,-1
Nc1nc(SCC(=O)Nc2cccc(S(=O)(=O)N3CCCCCC3)c2)n[nH]1,0,/,-1,/,/,/,2
O=C(COC(=O)c1ccc2ccccc2n1)c1ccc(F)cc1,0,/,-3,/,/,/,0
COc1ccc(C2C(C(=O)Nc3cccc(OC)c3)c3ccccc3C(=O)N2C)cc1 (configuration not stated),-3,/,-4,-1,/,/,2
O=C(Nc1ccccc1F)N1C[C@@H]2[C@H](c3ccccc31)[C@H](CO)N2C(=O)Cc1ccccc1,4,4[16.7 µM],-1,-9,-6,11,2
CC(C)C(=O)N1CCC1(C)C(=O)Nc1ccc(-n2cccc2)cc1 (configuration not stated),0,0,/,1,-4,3,-9
C[C@@H]1CN([C@@H](C)CO)C(=O)Cc2cc(NC(=O)Nc3ccc(F)cc3)ccc2O[C@H]1CN(C)C(=O)Nc1ccc(C(F)(F)F)cc1,/,-3[16.7 µM],4,-1,-23,-2,/
CCCn1c(C(C)C)n[nH]c1=S,8,2,-2,/,2,-2,3
O=c1[nH]c(NCCO)nnc1Cc1ccc(Cl)cc1,-4,-5,-13,2,-4,-7,3
Cc1c(O)ccc2c3c(c(=O)oc12)CCCC3,/,-2,-2,1,/,7,/
CC1(C(=O)NC2CCN(Cc3ccccc3)CC2)CCN1Cc1ccc2ccccc2c1 (configuration not stated),/,2,/,-1,-14,2,-5
Cc1ccc(S(=O)(=O)Nc2ccc3c(c2)C(=O)N([C@H](C)CO)C[C@@H](C)[C@@H](CN(C)C(=O)Nc2ccc(F)cc2)O3)cc1,-5,-1[16.7 µM],-3,-1,7,0,-2
Cc1ccc(C)c(N2CCN(S(=O)(=O)c3ccc4c(c3)NC(=O)CC(=O)N4)CC2)c1,-5,1,0,1,16,0,1
COc1ccc(CN(C)C[C@@H]2Oc3ccc(NC(=O)NC(C)C)cc3CC(=O)N([C@H](C)CO)C[C@@H]2C)cc1,7,35[16.7 µM],14,43,7,-14,-3
O=C(CC1C(=O)NCCN1C(=S)Nc1ccccc1)Nc1ccc2c(c1)OCCO2 (configuration not stated),/,15,7,-2,56,-11,/
C[C@@H]1CN([C@@H](C)CO)C(=O)c2cc(Br)cnc2O[C@H]1CN(C)Cc1ccccn1,1,9[16.7 µM],10,0,/,-2,3
O=C1CN(C(=O)c2cc(F)cc(F)c2)c2ccccc2N1,5,1,6,-1,4,-2,1
c1ccc(CN2CCN(c3nc(-c4ccccc4)nc4ccccc34)CC2)cc1,/,27,-1,10,12,6,/
CN(C)CC(=O)Nc1ccc2c(c1)[C@@H]1C[C@H](CC(=O)NCc3ccc4c(c3)OCO4)O[C@H](CO)[C@@H]1O2,-1,-2[16.7 µM],2,-2,-3,-3,5

# Whole records as entered above. Order of values: SIRT5 block | miR-122 sensor | ARNT TACC3 PPI | Cneo AK release | C2C12 statin | esBAF inh | ERp5 inh
# Shown for CN(C)CC(=O)Nc1ccc2c(c1)[C@@H]1C[C@H](CC(=O)NCc3ccc4c(c3)OCO4)O[C@H](CO)[C@@H]1O2 = -1 | -2[16.7 µM] | 2 | -2 | -3 | -3 | 5
# Shown for COc1ccc(CN(C)C[C@@H]2Oc3ccc(NC(=O)NC(C)C)cc3CC(=O)N([C@H](C)CO)C[C@@H]2C)cc1 = 7 | 35[16.7 µM] | 14 | 43 | 7 | -14 | -3

# The list continues.
compound,SIRT5 block,miR-122 sensor,ARNT TACC3 PPI,Cneo AK release,C2C12 statin,esBAF inh,ERp5 inh
CC1(C)CC(NC(=O)c2ccc(F)cc2)CC(C)(C)N1,-1,-5,/,0,-3,3,0
COCCNC(=O)C[C@@H]1CC[C@H]2[C@@H](COc3ccc(NC(=O)c4cnccn4)cc3C(=O)N2C)O1,-5,0[16.7 µM],-6,0,19,2,2
COC(=O)C1=C(CSc2nncn2C)NC(=O)NC1c1ccc(F)cc1 (configuration not stated),/,1,-1,3,-7,-1,/
CO[C@@H]1CC[C@H]2CCOc3ccc(C#N)cc3C(=O)N(C)C[C@@H](c3ccccc3)CC(=O)N(C)C[C@H]1O2,/,/,-3,12,14,-2,/
COc1ccc(CN(C)C[C@H]2Oc3c(NC(=O)Nc4ccccc4)cccc3C(=O)N([C@H](C)CO)C[C@@H]2C)cc1,-2,21[16.7 µM],-1&1,3&-5,-20&11,-3&5,-1&-5
O=C(c1ccc(CSc2ccc(Cl)cc2)cc1)N1CCCC1,0,/,-6,/,/,/,-2
C[C@H]1CCCCO[C@H](CN(C)C(=O)Nc2ccc(F)cc2)[C@@H](C)CN([C@@H](C)CO)C(=O)c2cc(NS(=O)(=O)c3ccc(F)cc3)ccc2O1,/,9[16.7 µM],-8,0,/,0,/
Cc1cccc(NC(=O)c2ccc(N3CCCCC3)c([N+](=O)[O-])c2)n1,/,-20,16,/,-68,-3,/
O=S(=O)(Cc1ccccc1)Nc1ccccc1Br,-8,-1,5,0,-12,2,0
C=CCNc1sc(C(=O)c2ccccc2)c(N)c1-c1nc2ccccc2s1,/,3,5,6,1,8,/
CC(C)COC(=O)N(C)C[C@@H]1OCc2cn(nn2)CCCC(=O)N([C@@H](C)CO)C[C@@H]1C,-2,-2[16.7 µM],2,9,-19,4,0
Nn1c(-c2cccs2)nc2sc3c(c2c1=O)CCCC3,/,3,-8,-7,2,28,/
NS(=O)(=O)c1ccc(NC(=O)C2(c3ccccc3)CCCC2)cc1,-5,/,-7,/,/,/,7
Cc1cccc(C)c1NC(=O)CN(C)C(=O)C1CC(=O)N(c2cccc3ccccc23)C1 (configuration not stated),0,-4,-4,4,0,-10,-1
COc1ccc(NC(=O)C(c2ccccc2)N2CCN(c3ccccn3)CC2)cc1Cl (configuration not stated),3,/,-3,/,/,/,0
COc1ccc(C(=O)Nc2cccc3c2CCCC3)c(OC)c1,0,10,/,-1,/,/,1
CN(C)C(CNC(=O)c1coc2ccccc2c1=O)c1ccccc1 (configuration not stated),-3,-1,-7,0,21,-10,2
COc1ccccc1NC(=O)Nc1nc(CC(=O)NCc2cccnc2)cs1,-1,-11,3,-3,6,0,-4
CCOC(=O)C1(Cc2ccccc2)CCN(Cc2cc(=O)c3ccccc3[nH]2)CC1,-1,/,-2,/,/,/,4
CN(C)C(=O)c1ccc(-c2ccc3c(c2)[C@H]2[C@H](CCN2C(=O)c2cnccn2)[C@@H](CO)N3)cc1,4,-6[16.7 µM],19,7,-1,1,-3
COc1ccc(/C=C(/C#N)C(=O)Nc2cccc([N+](=O)[O-])c2)cc1C(=O)O,0,-9,3,-3,5,-8,-1
COCC(=O)N1C[C@H](C)[C@H](OC)CN(C)C(=O)c2ccc(NC(=O)c3cc(C)on3)cc2OC[C@@H]1C,3,/,-4,-4,8,0,5
COc1cccc(NC(=O)[C@H](CC(C)C)NC(=O)N2CCn3c2nc2ccccc23)c1,-1,25,-1,-3,10,4,-9
CN1CCSc2ccc(C(=O)Nc3cccc(F)c3)cc21,-3,1,-3,/,-10,50*,11
O=C(Nc1ccccc1)N1CCCCN2[C@H](C1)[C@@H](c1ccc(C#Cc3cccnc3)cc1)[C@@H]2CO,2,3[16.7 µM],12,-2,/,/,-1
O=S(=O)(Nc1nc2ccccc2nc1NCC1CCCO1)c1ccc(F)cc1 (configuration not stated),-1,-1,-6,1,/,/,9
O=C(CCNC(=O)c1ccccc1)NN=Cc1ccc(Br)o1,1,-15,1,-2,-1,0,-8
Cc1ccc(NC(=O)Cc2nc(CN(C)CC(=O)Nc3ccc(C)cc3)cs2)cc1,3,7,-23,0,17,-5,3
CCOC(=O)c1[nH]c2ccc(OC)cc2c1NC(=O)CCN1CCc2ccccc2C1,/,7,-5,2,-2,1,/
O=[N+]([O-])c1ccc(N2CCN(c3ccccc3)CC2)nc1,-1,/,1,/,-5,5,0
O=C(c1ccc(=O)oc1)N1CCCc2ccccc21,/,-2,36,1,29,-12,/
CC(C)(C)c1ccc(OC(=O)c2cccnc2)cc1,/,3,-3,0,-14,-9,/
Cc1ccc(NS(=O)(=O)c2ccc(C(=O)N3CCN(c4ncccn4)CC3)cc2)cc1,0,/,-18,/,/,/,1
CCCn1c(CCNc2nc(-c3cccc(Br)c3)cs2)nc2ccccc21,-3,-3,13,1,1,-6,3
O=c1[nH]c(Cc2cccs2)nc2ccccc12,/,2,-21,-1,-17,-1,/
C[C@H](CO)N1C[C@H](C)[C@H](CN(C)C(=O)Nc2cccc3ccccc23)Oc2ccc(NS(=O)(=O)c3ccccc3)cc2C1=O,0,2[16.7 µM],-1,-3,-1,4,-5
C=CCn1c(Cc2ccccc2)nnc1SCc1nc2ccccc2c(=O)[nH]1,-1,/,-14,/,/,/,1
Cc1ccc(NC(=O)CS(=O)CC(=O)N(CC(=O)NC2CCCC2)c2cc(C)ccc2C)cc1 (configuration not stated),/,-2,-1,0,11,-6,/
O=C(Cn1cc(SCc2ccc(Cl)cc2)c2ccccc21)N1CCOCC1,/,1,/,0,-26,39,/
C[C@H]1CN([C@@H](C)CO)S(=O)(=O)c2ccc(C#CCN(C)C)cc2O[C@@H]1CN(C)C(=O)CC1CC1,2,-5[16.7 µM],-6,-1,20,2,5
Cc1nn(C(C)(C)C)c(OC(=O)c2ccc3c(c2)OCO3)c1S(=O)(=O)c1ccccc1,/,6,-1,-8,-32,17,/
CC1CCN(C(=O)CCc2nc3cc(S(=O)(=O)N(C)C)ccc3n2C)CC1,/,-3,-1,0,14,6,/
CCOc1ccc(S(=O)(=O)NCCC(=O)NCC(c2cccs2)N2CCOCC2)cc1 (configuration not stated),0,/,-1,-3,4,-2,1
CC#CCN1c2ccccc2[C@]23C[C@@H](C(=O)OC)N(C(=O)NCCBr)C2=NC(C(=O)OC)=C(C(=O)OC)[C@H]13,0,0,2,0,2,7,-4

# Copied from the list:
# CC1CCN(C(=O)CCc2nc3cc(S(=O)(=O)N(C)C)ccc3n2C)CC1 | C2C12 statin: 14
# Cc1nn(C(C)(C)C)c(OC(=O)c2ccc3c(c2)OCO3)c1S(=O)(=O)c1ccccc1 | Cneo AK release: -8
# CCOc1ccc(S(=O)(=O)NCCC(=O)NCC(c2cccs2)N2CCOCC2)cc1 (configuration not stated) | esBAF inh: -2
